AHR act = activators of human aryl hydrocarbon receptor; AHR-responsive luciferase reporter cells, luminescence; activation, % at 5 µM; 320,000 compounds, 2.5% hits; AID 2796; in the data active = activation above about 47%;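 also: 0% = vehicle wells and 100% = reference agonist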
Target sequence (P35869 whole entry, looked up): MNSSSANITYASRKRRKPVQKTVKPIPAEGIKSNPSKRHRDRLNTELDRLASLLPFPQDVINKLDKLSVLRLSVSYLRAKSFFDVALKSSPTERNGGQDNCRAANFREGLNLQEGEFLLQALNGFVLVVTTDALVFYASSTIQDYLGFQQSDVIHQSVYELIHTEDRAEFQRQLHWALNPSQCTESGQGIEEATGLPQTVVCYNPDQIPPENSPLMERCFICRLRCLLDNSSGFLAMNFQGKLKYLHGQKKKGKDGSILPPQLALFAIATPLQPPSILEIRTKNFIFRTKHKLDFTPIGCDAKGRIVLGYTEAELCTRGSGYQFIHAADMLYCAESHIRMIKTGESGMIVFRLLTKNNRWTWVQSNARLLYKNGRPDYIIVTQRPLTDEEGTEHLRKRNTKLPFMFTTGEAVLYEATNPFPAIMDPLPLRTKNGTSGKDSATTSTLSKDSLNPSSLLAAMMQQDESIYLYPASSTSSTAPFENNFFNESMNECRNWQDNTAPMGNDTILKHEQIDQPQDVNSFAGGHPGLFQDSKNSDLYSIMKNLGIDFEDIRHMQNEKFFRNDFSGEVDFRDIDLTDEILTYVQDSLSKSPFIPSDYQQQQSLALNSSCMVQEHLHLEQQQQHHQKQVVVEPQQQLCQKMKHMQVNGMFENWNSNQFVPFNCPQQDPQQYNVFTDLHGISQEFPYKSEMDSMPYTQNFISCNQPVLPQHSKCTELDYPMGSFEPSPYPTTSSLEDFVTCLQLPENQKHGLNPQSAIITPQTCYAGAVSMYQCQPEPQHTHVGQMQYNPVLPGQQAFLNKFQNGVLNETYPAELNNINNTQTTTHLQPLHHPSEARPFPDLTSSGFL
procasp7 counter = activates human procaspase-7, counter-screen for procaspase-3 activators | recombinant procaspase-7, Ac-DEVD-pNA absorbance 405 nm; D23A/D198A/D206A triple mutant, cannot self-cleave; scale: DMSO 0, 5 µM enzyme 100 | activation, % at 8.5 µM | 330,000 compounds, 0.093% hits | AID 463210;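 active = percent activation above the screen-wide mean plus 3 SD, cut at about 25% in these data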
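Detection: p-Nitroaniline absorbance at 405 nm, read at 0 and 120 min; system: Uncleavable procaspase-7 mutant enzyme; evaluation: % activation from two-timepoint absorbance difference, scaled to controls; times: 1 h enzyme–compound preincubation and 2 h substrate reaction, both 25 °C; buffer or medium: Zinc-free HEPES pH 7.4 with 300 mM NaCl, 0.01% Triton X-100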
LAP4-GFP MLPCN = modulators of TOR pathway LAP4-GFP in S. cerevisiae. S. cerevisiae LAP4-GFP multiplex, flow cytometry GFP, 3 h; median GFP as percent of DMSO wells. GFP response vs DMSO, % at 10 µM. 320,000 compounds, 0.34% hits. AID 2023;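 active = GFP response vs DMSO above a set limit, about the screen mean plus 3 SD, cut at about 150% in these data; inconclusive = under 70 cell events counted for the yeast strain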
proCasp3 act = activates human procaspase-3; activation, % at 8.5 µM; recombinant procaspase-3 D3A, Ac-DEVD-pNA absorbance 405 nm; 330,000 compounds, 0.11% hits;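 active = activation above the mean of all tested compounds plus 3 SD, cut at about 21% in these data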;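 also: 0% = DMSO alone and 100% = DMSO wells spiked with extra 5 µM PC-3 D3A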
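Assay system – Procaspase-3 D3A mutant, all three cleavage aspartates alanine · Controls – DMSO-only low control, 5 µM PC-3 D3A high control · Schedule – 1 h compound preincubation, 2 h substrate hydrolysis at 25 °C · Signal – 405 nm absorbance of p-nitroaniline, reads at 0 and 120 min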
AGP1 TOR yeast = modulators of TOR pathway AGP1-GFP in S. cerevisiae; S. cerevisiae AGP1-GFP multiplex flow cytometry, 3 h; GFP as percent of DMSO wells; GFP response vs DMSO, % at 10 µM; 320,000 compounds, 0.02% hits; AID 2066;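 active = GFP response relative to DMSO above a set limit, near screen average plus 3 SD, cut at about 150% in these data; inconclusive = fewer than 70 cells counted for the yeast strain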;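 also: median GFP channel fluorescence of the gated AGP1 strain per well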
RPL19A TOR yeast = alters RPL19A-GFP fluorescence in TOR pathway yeast screen; 330,000 compounds, 0.3% hits; AID 2025; percent response vs DMSO, % at 10 µM; S. cerevisiae RPL19A-GFP strain, flow cytometry, 3 h; active compounds read low;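 active = percent response vs DMSO below 50%; inconclusive = fewer than 70 events counted for the yeast strain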;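 also: median channel GFP fluorescence of the barcoded RPL19A-GFP strain; ratio of sample median GFP to plate DMSO average so 100% = DMSO; lower means less RPL19A-GFP as with rapamycin TOR inhibition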
MEP2 TOR yeast = modulators of TOR pathway MEP2-GFP in S. cerevisiae | 330,000 compounds, 0.51% hits | S. cerevisiae MEP2-GFP strain, flow cytometry GFP, 3 h; 100% = DMSO control level | GFP response vs DMSO, % at 10 µM;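 active = GFP response versus DMSO above a set limit, roughly screen mean plus 3 SD, cut at about 180% in these data; inconclusive = fewer than 70 cells counted for a yeast strain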;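 also: median GFP fluorescence of the barcode-gated MEP2-GFP cells per well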
CIT2-GFP yeast = yeast TOR pathway CIT2-GFP modulation. 320,000 compounds, 0.065% hits. S. cerevisiae CIT2-GFP strain, flow cytometry, 3 h; 100 means same as DMSO wells. GFP response vs DMSO, % at 10 µM;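 active = GFP response relative to DMSO above a set limit, near the screen mean plus 3 SD, cut at about 150% in these data; inconclusive = Fewer than 70 cells measured for a yeast strain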;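 also: ratio of well median GFP fluorescence to mean of DMSO wells on the plate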
* marks the source's active call; other numbers are inactive results; ? = inconclusive; / = not tested or not shown; [ ] = dose if it differs, or a comment.

SMILES	AHR act	procasp7 counter	LAP4-GFP MLPCN	proCasp3 act	AGP1 TOR yeast	RPL19A TOR yeast	MEP2 TOR yeast	CIT2-GFP yeast
Clc1ccc(CN2CCN(c3ncccn3)CC2)c(Cl)c1	-3	0	98	0	104	101	108	103
O=C(Nc1ccc(NC(=O)c2ccccc2O)cc1)Nc1ccc(F)cc1F	-3	-3	117	7	117	108	107	108
CCCCSc1cc(=O)n(-c2ccccc2)nc1C(=O)OCC	-1	0	102	2	117	107	103	96
OC(CNCC1CCCO1)Cn1c2ccccc2c2ccccc21 (stereo not drawn)	10	8	104	0	105	102	97	91
Cc1ccc(C(=O)CCC(=O)Nc2cccc(C(F)(F)F)c2)cc1C	1	8	104	-5	103	97	107	106
COCCCNC(=O)c1ccc2c(=O)n(Cc3ccc(OC)cc3)c(=O)[nH]c2c1	-1	6	103	5	107	99	100	101
O=c1c2sccc2nc(SCc2cc(=O)n3cc(Br)ccc3n2)n1Cc1ccccn1	2	-2	101	-1	97	97	101	96
COc1cc(NC(=S)NCc2ccc(S(N)(=O)=O)cc2)c(OC)cc1Cl	2	-4	86	-6	91	96	100	90
Cc1ccc(S(=O)(=O)NC(=O)Nc2ccc(OC(F)F)cc2)cc1	-2	1	110	5	103	100	101	101
CC1CCc2c(sc3ncn4c(SCC(=O)NCc5ccco5)nnc4c23)C1 (stereo not drawn)	0	1	90	6	102	93	99	100
CC(C)CC(=O)NC(=S)Nc1ccccc1C(=O)Nc1ccccc1	1	1	100	-6	99	95	109	95
CC(=O)NCCc1nc2ccccc2n1CCOc1ccccc1	-2	-2	97	0	101	97	99	98
CCOC(=O)c1cccc(NS(=O)(=O)c2c(C)[nH]c(=O)[nH]c2=O)c1	1	10	99	-1	100	102	108	103
COc1ccc(N2CCN(C(=O)CCC(=O)c3cc(C)sc3C)CC2)cc1	3	4	89	3	89	92	95	89
Nc1c2c(nc3ccc(Br)cc13)N(Cc1ccccc1)CC2	50*	0	98	-3	103	104	106	99
CCOC(=O)CC1C(=O)NCCN1S(=O)(=O)c1ccc(Cl)cc1 (stereo not drawn)	7	-4	100	2	/	98	100	95
Cc1cc([N+](=O)[O-])ccc1NC(=O)c1cc2ccccc2o1	-12	-2	91	-2	90	96	97	93
O=C(CSc1cn(CCNC(=O)c2cccs2)c2ccccc12)NCC1CCCO1 (stereo not drawn)	0	-4	99	-1	106	101	101	105
CCC(=O)Nc1nnc(/C=C/c2ccc(OC)cc2)s1	10	-25	105	-5	104	104	95	97
COc1ccccc1/C=C1\SC(=S)N(CCC(=O)NNC(=O)c2ccccc2OC)C1=O	19	3	109	-5	104	105	107	97
CC(=O)c1c(C)[nH]c(C(=O)OCC(=O)Nc2cc(S(=O)(=O)N3CCCC3)ccc2Cl)c1C	1	13	107	0	108	106	101	106
O=Nc1c(O)n(Cc2cccc(Cl)c2)c2ccccc12	2	-8	95	-1	88	87	91	85
Cn1c(=O)[nH]c(=O)c2c1nc(Br)n2CC(O)COc1ccccc1 (stereo not drawn)	0	6	90	0	97	92	93	96
COc1ccccc1N(C(=O)c1snc(C(N)=O)c1N)C(C(=O)NCCC(C)C)c1ccco1 (stereo not drawn)	1	-22	104	-24	102	100	106	103
CCOc1ccc2nc3c(cc2c1)CN(CCCO)C(=NCCOC)S3	-4	-25	105	-18	98	95	95	86
O=C(NCC1CCCO1)C(=O)N/N=C/c1cccc(Cl)c1 (stereo not drawn)	2	-5	98	-1	97	96	109	94
COc1ccc(N(C(C)=O)S(=O)(=O)c2cc(OC)ccc2OC)cc1	1	10	98	-2	103	103	104	100
COc1cc(C(=O)N/N=C(\C)c2ccccn2)cc(OC)c1OC	63*	11	96	-10	104	106	103	105
CCOc1cc2[nH]c(=S)n(Cc3ccc(C(=O)NCCN(CC)CC)cc3)c(=O)c2cc1OCC	4	1	97	-4	97	105	110	104
O=C(N/N=C/c1ccco1)Nc1ccccc1	9	23	94	7	99	102	104	104
CCS(=O)(=O)Nc1ccc(C2=NN(S(=O)(=O)c3ccc(F)cc3)C(c3ccco3)C2)cc1 (stereo not drawn)	-1	3	107	-3	116	112	117	112
COc1cccc(OCc2cc(/C=N/NC(=O)c3nc(Cl)c(Cl)c(N)c3Cl)ccc2OC)c1	74*	-3	101	-6	98	99	116	97
Cc1csc(N/N=C/c2c(F)cccc2Cl)n1	57*	-21	101	-17	84	97	100	89
N#CCc1ccc(OC(=O)c2cccnc2Cl)cc1	2	8	103	-9	99	96	93	97
CCOC(=O)CN1C(=O)/C(=C/c2cccc(Br)c2)Oc2ccccc21	7	-9	117	-2	113	82	137	120
COC(=O)c1nn(-c2ccccc2)c(Cl)c1/C=N/OCc1ccc(C)cc1	2	8	101	-2	92	92	92	85
CC(=O)N1CCN(c2ccc(NC(=O)c3ccc(Br)o3)cc2Cl)CC1	2	-5	112	-1	102	99	113	92
CC(=O)c1c(N2CCN(Cc3ccccc3)CC2)[nH]c(-c2ccccc2)nc1=S	4	0	115	4	104	100	103	104
Cc1cccc(NC(=O)c2cccc(N3C(=O)CCC3=O)c2)c1	8	2	81	3	101	110	104	110
CN(Cc1ccsc1)C(=O)Cn1cc(Br)ccc1=O	3	3	110	-4	99	102	105	97
COc1cccc(-c2nc(N3CCN(Cc4ccccc4)CC3)c3ccccc3n2)c1O	17	4	97	10	98	95	92	93
O=C(CO/N=C/c1ccccc1OC(F)F)NC1CCCCC1	3	-4	93	7	102	102	105	103
Cc1ccccc1NC(=S)NCc1ccccc1	-1	6	93	0	95	94	88	95
COc1cc(NC(=O)CN(C)Cc2cccc(F)c2)c(C)cc1[N+](=O)[O-]	2	-1	100	-7	99	108	101	102
CN(Cc1nc(-c2cccs2)no1)CC1(N2CCOCC2)CCCCC1	6	1	97	-1	101	98	99	92
CCN(CC(=O)Nc1c(F)cccc1F)C(=O)C(C)SCc1nc2sc(C)c(C)c2c(=O)[nH]1 (stereo not drawn)	2	3	97	9	99	97	102	98
COc1ccccc1-c1c(C)c(C)nc(N)c1C#N	5	11	97	2	109	103	99	110
COc1cc2oc3cc(C)oc(=O)c3c2cc1OC	-4	-8	96	0	100	103	106	97
N#Cc1ccccc1Sc1ccccc1C(=O)OCC(=O)N1CCN(C(=O)c2ccco2)CC1	-1	6	91[may fluoresce violet]	0	?	15*[may fluoresce violet]	207*[may fluoresce violet]	?
Cc1nc(C(F)(F)F)nc(Nc2ccc(Br)cc2)c1C#N	51*	9	95	-5	97	98	103	104
Cc1cccc(N(C(=O)c2csnn2)C(C(=O)NC2CCCC2)c2ccncc2)c1 (stereo not drawn)	8	-15	110	-7	109	109	107	106
CCC(C)C(=O)Nc1cc(C(=O)OC)cc(C(=O)OC)c1 (stereo not drawn)	-1	-2	89	12	89	93	96	102
O=C(Cn1cc([N+](=O)[O-])ccc1=O)NCC1COc2ccccc2O1 (stereo not drawn)	0	3	104	16	104	101	105	98
Cc1ccc(C(=O)NC2CCS(=O)(=O)C2)cc1S(=O)(=O)N1CCOCC1 (stereo not drawn)	-2	-1	96	2	94	96	99	95
COc1ccc(C2C(C(=O)N3CCCCC3)CCC(=O)N2c2cc(OC)c(OC)c(OC)c2)cc1 (stereo not drawn)	0	-5	103	1	106	98	101	100
CCCCN(CC(=O)NC(C)(C)C)C(=O)C(=O)Nc1ccc2c(c1)OCCO2	7	2	90	13	94	99	97	99
CCCCCCOC(=O)c1ccc(N)cc1	3	10	97	15	92	100	97	93
O=C(CN1C(=O)NC2(CCCC2)C1=O)NCCc1ccc(F)cc1	0	1	98	7	109	103	103	108
CC(C)(C)Nc1nc2nonc2nc1NC(C)(C)C	-2	0	103	9	105	102	102	97
CCCCN(C(=O)c1cc(S(=O)(=O)N2CCCCCC2)ccc1OC)c1ccccc1	-2	3	108	-4	102	94	97	93

Part of the list above in another layout.
Sequence of screens: AHR act | procasp7 counter | LAP4-GFP MLPCN | proCasp3 act | AGP1 TOR yeast | RPL19A TOR yeast | MEP2 TOR yeast | CIT2-GFP yeast
> CCN(CC(=O)Nc1c(F)cccc1F)C(=O)C(C)SCc1nc2sc(C)c(C)c2c(=O)[nH]1 (stereo not drawn)
 : 2 | 3 | 97 | 9 | 99 | 97 | 102 | 98
> CCCCCCOC(=O)c1ccc(N)cc1
 : 3 | 10 | 97 | 15 | 92 | 100 | 97 | 93

Other entries.
SMILES	AHR act	procasp7 counter	LAP4-GFP MLPCN	proCasp3 act	AGP1 TOR yeast	RPL19A TOR yeast	MEP2 TOR yeast	CIT2-GFP yeast
Cn1ccnc1CC(O)(c1ccccc1)c1ccccc1	-1	7	93	4	102	102	106	113
CCCc1nc2n[nH]c(N)c2c2c1COC(C)(C)C2	-2	10	81[may fluoresce red]	1	89[may fluoresce red]	?	95[may fluoresce red]	85[may fluoresce red]
Cc1ccc(S(=O)(=O)N2CCCC2C(=O)O)cc1 (stereo not drawn)	-1	7	103	2	105	100	102	103
O=C(COC(=O)Cc1ccc(Cl)cc1)Nc1cc(S(=O)(=O)N2CCOCC2)ccc1N1CCCC1	-1	-4	95	7	103	107	103	101
C/C=C/CSc1nc2c(c(=O)[nH]c(=O)n2C)n1C(C)C	-3	-9	98	8	100	97	103	100
O=C(OCC(=O)N1CCOCC1)c1ccc(N2CCOCC2)c([N+](=O)[O-])c1	0	8	100	8	101	98	96	98
COc1ccccc1NC(=O)Cn1c(=O)n(C)c(=O)c2sc3c(c21)COC(C)(C)C3	1	-7	104	-5	95	97	152	98
CN(CC(=O)Nc1ccc(C#N)cc1)Cc1ccc(Cl)cc1Cl	-1	-6	109	1	104	99	110	101
O=C(Nc1ccccc1Br)c1ccc(OC(=S)N2CCOCC2)cc1	-11	0	99	-1	104	97	103	102
COC(=O)c1cc(C(=O)OC)cc(N2C(=O)CC(NNC(=O)c3ccccc3Br)C2=O)c1 (stereo not drawn)	-1	8	113	8	108	106	111	105
O=c1[nH]c2cc3c(cc2cc1CN(CCO)S(=O)(=O)c1ccccc1Cl)OCCO3	5	9	95	1	96	94	91	95
COc1ccc(C(=O)/C=C/Nc2ccc(S(=O)(=O)Nc3ncccn3)cc2)cc1	0	1	99	2	73	101	122	86
CCOC(=O)c1c(CC(C)C)csc1/N=C/C1=C(O)CCCC1=O	1	0	108	0	101	100	101	94
O=c1[nH]c2ccc(F)cc2[nH]c1=O	3	3	108	-6	102	102	118	104
O=C(C1CCN(S(=O)(=O)c2ccccc2)CC1)N1CCC1	1	2	106	5	101	101	99	102
N#CCC(CNc1ncc(C(F)(F)F)cc1Cl)OC(=O)c1cccc([N+](=O)[O-])c1 (stereo not drawn)	-2	1	95	4	96	98	101	95
COc1ccc(S(=O)(=O)N2CCOC2CNC(=O)C(=O)NCCc2ccccc2)cc1 (stereo not drawn)	0	3	108	7	110	101	106	107

Compound activity as filed in PubChem BioAssay.
